Source: PubChem BioAssay (National Center for Advancing Translational Sciences (NCATS))
Imprint erasure: induces erasure of genomic imprints in mouse ES cells; 110,000 compounds, 0.02% hits; Potency, µM (titrated, usually from 60.7 µM), without a hit: top-dose activity change, positive = activation, actives largely listed as activators; AID 1948; mouse ES Peg3-LacZ reporter, beta-gal luminescence, 40 h;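 also: 0% = negative control wells on the plate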
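Readout: BetaGlo luminescence (5 min, room temp) for LacZ from the normally silent maternal Peg3 allele in female Peg3LacZ-Neo ES cells. Cells 300/well, 40 h, 37C, 5% CO2. Data normalized per plate to negative controls.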
IkB signaling: suppresses IkB signaling in ABC-DLBCL reporter cells. ABC-DLBCL IkBa-CBG/CBR dual luciferase ratio, 4 h; response scale: scaled: untreated 0%, proteasome inhibitor 100%. Potency, µM (series often up to 57.1 µM), for inactives: at the highest dose IkBa stabilization activation. 110,000 compounds, 0.04% hits. AID 445; active = well fitted curve in the direction sought with a large enough effect in the signal ratio, not every such curve was filed as active; inconclusive = small, poorly fitted or top-dose-only effect, or a change in a side signal; the % refers to the signal ratio;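 also: the direction sought is a rising ratio; 0% = basal untreated cells and 100% = reference inhibitor full response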
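Luminescence ratio of IκBα-fused green versus native red beetle luciferase in OCI-Ly3 cells, 4 h post-doxycycline with compound; red signal alone, scaled from basal (0%) to zero light (-100%), flagged nonspecific or cytotoxic effects.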
p53ts 39C tox: cytotoxicity in p53ts cells at nonpermissive temperature | H1299-p53A138V viability at 39C, ATP luminescence, 24 h | Potency, µM (series often up to 46.1 µM), for the others: at the highest dose activity change, negative = cell killing, actives largely listed as cytotoxic | 130,000 compounds, 1.5% hits; also: nearly all actives have a fitted effect of over 55% in size
p53ts 32C tox: kills p53ts cells at the permissive temperature. H1299-p53A138V at 32C, ATP luminescence viability, 24 h. Potency, µM (top dose mostly 46.1 µM), without a hit: top-dose activity change, negative = cytotoxicity, most hits filed as cytotoxic. 130,000 compounds, 0.93% hits. AID 924;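 also: 0% = DMSO and -100% = full killing by reference compound; nearly all actives have a fitted effect of over 55% in size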
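Viability by ATPlite luminescence after 24 h compound treatment (up to 46 uM) at the permissive 32C. Cells are H1299 carrying p53 A138V. Scale runs from DMSO basal to 100 uM tamoxifen as full kill; AC50 from Hill fits.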
* marks the source's active call; other numbers are inactive results; ? = inconclusive; . = no result given; [ ] = dose if it differs, or a comment. Unless noted, calls follow the shape of the dose curve; as a rule, active = well fitted curve in the direction sought with a large enough effect; inconclusive = small, poorly fitted or top-dose-only effect, or another doubt; inactive = no such curve, though single readings can be large; an effect the other way counts as inactive or inconclusive. Unless noted, % is scaled to controls: 0 for no effect and ±100 for the full control effect; potency is read from the fitted curve at half-maximal effect. Random draw from the library. Share with any hit: about 1.7%.

| Structure | IkB signaling | p53ts 39C tox | Imprint erasure | p53ts 32C tox |
| --- | --- | --- | --- | --- |
| CCc1nnc(NC(=O)Cn2nnc(-c3ccccc3F)n2)s1 | -0.2% | -1% | -1% | -5% |
| O=S(=O)(c1cccs1)N1CCC(Cc2ccccc2)CC1 | ? | -4% | -23% | 1% |
| COc1ccc(-c2nc(SCC(=O)NCCc3ccccc3)n[nH]2)cc1 | ? | -27% | 15%[10.9 µM] | -18% |
| CCCC(=O)Nc1ccc(C(=O)n2nnc3ccccc32)cc1 | -0.2% | 4% | ? | 9% |
| COc1cc(NC(=O)c2cc(S(=O)(=O)N3CCC(C)CC3)cn2C)cc(OC)c1OC | 1.7% | ? | -8%[10.9 µM] | 6% |
| O=C(Nc1ccccc1C(=O)O)c1ccc(Cl)c(S(=O)(=O)N2CCOCC2)c1 | . | ? | . | ? |
| COC(=O)c1ccc(OCC2c3cc(OC)c(OC)cc3CCN2C(=O)COc2ccc(Cl)cc2)cc1 (stereo unspecified) | 3.9% | ? | -12%[10.9 µM] | -1% |
| COc1ccccc1CNC(=O)CNC(=O)Cn1cnc2ccccc2c1=O | 0.2% | 5% | -11% | -6% |
| CCOc1ccc(S(=O)(=O)N2CCC(C(N)=O)CC2)c2ccccc12 | -1.6% | -3% | -10% | 28% |
| CCc1nnc(NC(=O)CSc2nnc(COc3ccccc3C)o2)s1 | 4.5% | 0% | -12% | -3% |

Record cards (already shown). Order of values: IkB signaling	p53ts 39C tox	Imprint erasure	p53ts 32C tox
COc1cc(NC(=O)c2cc(S(=O)(=O)N3CCC(C)CC3)cn2C)cc(OC)c1OC across the screens: 1.7%	?	-8%[10.9 µM]	6%
CCc1nnc(NC(=O)Cn2nnc(-c3ccccc3F)n2)s1 across the screens: -0.2%	-1%	-1%	-5%

Next part
| Structure | IkB signaling | p53ts 39C tox | Imprint erasure | p53ts 32C tox |
| --- | --- | --- | --- | --- |
| COCCCN1C(=O)c2ccccc2CC1(C)C(=O)NC1CCCCC1 (stereo unspecified) | -1.4% | -1% | 12%[10.9 µM] | 7% |
| COC(=O)C1=C2SC(C)C(=O)N2C(N)=C(C#N)C1c1ccc(OC)c(OC)c1 (stereo unspecified) | 1.1% | 6% | -30%[inhibitor] | 2% |
| CCc1ccccc1OCC(=O)Nc1ccc(S(=O)(=O)Nc2nc(C)cc(C)n2)cc1 | 9.2% | -10% | -4%[10.9 µM] | -5% |
| COc1ccc(OC)c(NC(=O)CSc2ccc(-c3sc(C)nc3C)nn2)c1 | 2.1% | -24% | -5%[10.9 µM] | 5% |
| COc1ccccc1NC(=O)CN1C(=O)C(c2ccc(F)cc2)=NC1(C)C | 0.1% | -4% | -9%[10.9 µM] | -3% |
| Cc1cc(C)c(NC(=O)Cn2nc3c(cc2=O)CCCC3)c(C)c1 | ? | -16% | 10%[10.9 µM] | 3% |
| CCOc1ccc(-c2nnn(CC(=O)N3CCN(c4ccc(F)cc4)CC3)n2)cc1OCC | 0.1% | 11% | 4% | -1% |
| Cc1nn(-c2ccccc2)c2c1cc1c(=O)[nH]c(=O)nc-1n2-c1cccc(C(F)(F)F)c1 | -3.8% | 9% | -13%[10.9 µM] | 6% |
| Cc1cc(=O)[nH]c2n[nH]c(-c3ccccc3)c12 | -0.4% | ? | -33%[inhibitor] | -29% |
| CCN=C1SC(C(=O)Nc2cccc(OCC)c2)CC(=O)N1CC (stereo unspecified) | 0.9% | -6% | -13% | -2% |
| COc1cc(C(=O)Nc2c(C)cc(C)cc2C)c(-n2cnnn2)cc1OC | -0.9% | 16% | -7% | 6% |
| CCOC(=O)C[C@@H](CC(C)=O)C(=O)OCC | . | -9%[9.22 µM] | . | -1%[9.22 µM] |
| Cc1cc(OCC(=O)O)c2ccccc2n1 | -0.1% | 11% | 13% | -6% |
| CC(C)OC(=O)CSc1nnc(CNc2cccc(Cl)c2)n1C | . | -1% | . | -14% |
| Cc1ccc(C)c(N2CCN(C(=O)CCc3nc4ccccc4[nH]3)CC2)c1 | 12% | -8% | -14% | 12% |
| C=CCc1ccccc1OCC(O)CN1CCN(C(=O)OCC)CC1 (stereo unspecified) | 0.2% | 8% | -14% | -6% |
| CCOCC(=O)Nc1nnc(COCC)s1 | -0.2% | 11% | 3% | -3% |
| Cc1ccc(C(=O)c2oc3ccccc3c2NC(=O)COc2ccccc2C)cc1 | 0.0% | 2% | 7%[10.9 µM] | 7% |
| Cc1ccc(OCCn2c(C3CC(=O)N(Cc4ccc(F)cc4)C3)nc3ccccc32)c(C)c1 (stereo unspecified) | ? | -1% | -15%[10.9 µM] | 1% |
| Cc1ccc(NC(=O)CN2CCN(c3ccccc3F)CC2)cc1F | -3.9% | 6% | -2%[10.9 µM] | 1% |
| COc1ccc2nc(N3CCC(O)CC3)c(C#N)cc2c1 | -2.2% | -19% | -2% | -16% |
| Cc1ccc(-n2c(=O)c3c4c(sc3n(CC(=O)Nc3ccccc3C)c2=O)CCCCC4)cc1C | -1.2% | -15% | 3%[10.9 µM] | -2% |
| CCCc1nnc(NC(=O)Cn2c(=O)sc3ccccc32)s1 | 0.8% | 1% | -9% | 0% |
| COCCN(CCOC)S(=O)(=O)c1ccc(C(=O)Nc2nnc(C)o2)cc1 | 0.7% | -4% | -3% | -1% |
| Cc1ccc(NC(=O)Cc2c(C(=O)O)c(C)cn2C)cc1Cl | -1.6% | -22% | -20%[10.9 µM] | 1% |
| CCOCCn1c(CN2CCOCC2)nc2c1c(=O)[nH]c(=O)n2C | 0.8% | 10% | -2% | -5% |
| O=C(Nc1cccc2nsnc12)C1CC(=O)N(c2ccccc2)C1 (stereo unspecified) | 2.9% | 33%[activator] | ? | -8% |
| COc1cc(C2c3c(oc4ccc(C)cc4c3=O)C(=O)N2Cc2ccccc2)ccc1O (stereo unspecified) | 0.6% | 20% | 12%[10.9 µM] | 9% |
| O=c1c2cccnc2n(Cc2cccc(F)c2)c(=O)n1Cc1ccccc1Cl | -1.7% | -23% | -10%[10.9 µM] | -2% |
| CCCS(=O)(=O)N1CCN(c2ccccc2F)CC1 | -4.5% | 8% | -13% | -2% |
| COc1ccc(Cl)c(Cn2c(NCC(C)O)nc3c2c(=O)n(C)c(=O)n3C)c1 (stereo unspecified) | 0.5% | 14% | -21% | 2% |
| O=C(COC(=O)[C@H](Cc1ccccc1)NC(=O)c1cccs1)Nc1c(Cl)cccc1Cl | . | 15% | . | ? |
| CC(C)CSc1ccccc1NC(=O)c1sc2nc(-c3ccncc3)ccc2c1N | 1.0% | 1% | -26%[10.9 µM] | -5% |
| Cc1ccc(-c2nc3ccccn3c2Nc2c(C)cccc2C)o1 | ? | -13% | -17%[10.9 µM] | -7% |
| CCN(CC)S(=O)(=O)c1ccc2oc(C(=O)NCc3ccccc3OC)c(C)c2c1 | 2.5% | -17% | -16%[10.9 µM] | 2% |
| COc1cc(NC(=O)c2ccccc2)c(OC)cc1Cl | . | -19% | . | -2% |
| CCn1c(CC2C(=O)N(C)c3ccc(Br)cc32)nc2ccccc2c1=O (stereo unspecified) | 3.1% | -29% | -22%[10.9 µM] | 10% |
| COc1cc(-n2c(=O)c3ccccc3n(Cc3cccnc3)c2=O)cc(OC)c1OC | -1.8% | -6% | -7% | 6% |
| CCN(CC)C(=O)CSc1nc2ccsc2c(=O)n1Cc1ccccc1Cl | ? | 31%[activator] | -8%[10.9 µM] | 26% |
| Cn1c(=O)n(Cc2ccccc2)c(=O)c2c1nc1n2CCCN1Cc1ccccc1 | ? | -14% | -3% | 4% |
| O=C(Nc1ccc(Cl)cc1)c1ccsn1 | 5.0% | -25% | -47%[inhibitor] | -26% |
| Cn1c(-c2ccc(F)cc2)cnc1SCC(=O)NCc1ccco1 | 15% | 1% | . | 0% |
| CCc1ccc(-c2cn3c(n2)sc2cc(C(=O)NCCC4=CCCCC4)ccc23)cc1 | 0.2% | 0% | ? | -1% |
| Cc1ccc(OCC(=O)Nc2ccc3c(c2)sc(=O)n3C)cc1 | ? | -8% | 9%[10.9 µM] | -1% |
| COC(=O)c1ccc(C(=O)OC)c(NC(=O)COc2ccccc2OC)c1 | 1.5% | -2% | -9% | 1% |
| CCn1c(NCCc2ccc(OC)c(OC)c2)nc2c1c(=O)n(C)c(=O)n2C | -0.1% | 0% | -2% | -7% |
| CCC/C(O)=C1\C(=O)CC(C)(C)CC1=NCCO | -0.4% | 3% | 2% | -4% |
| O=C(CCS(=O)(=O)c1cc2c(cc1Cl)NC(=O)CO2)NCCc1ccccc1 | 2.8% | -7% | -15%[10.9 µM] | -4% |
| O=C(Nc1ccc(N2CCN(C(=O)c3ccccc3)CC2)c(Cl)c1)c1ccco1 | ? | ? | -21% | -3% |
| CCc1cccc(NC(=O)C2CCC(CNS(=O)(=O)c3ccc(Br)s3)CC2)c1 (stereo unspecified) | ? | ? | 23%[10.9 µM] | 3% |

Next part:
| Structure | IkB signaling | p53ts 39C tox | Imprint erasure | p53ts 32C tox |
| --- | --- | --- | --- | --- |
| CC(C)Cc1nn2c(=O)cc(COC(=O)c3cccc(NS(C)(=O)=O)c3)nc2s1 | -4.7% | -1% | -14%[10.9 µM] | -4% |
| Cc1cc(C)cc(N2CC(c3nc(-c4cccc(Cl)c4)no3)CC2=O)c1 (stereo unspecified) | ? | -26% | -9%[10.9 µM] | -7% |
| CCS(=O)(=O)N1CCc2cc(C(=O)Nc3ccc(Br)cc3F)ccc21 | ? | -29% | -25%[10.9 µM] | -29% |
| O=c1c2cnn(-c3ccc(Cl)cc3)c2ncn1Cc1ccc(Cl)cc1Cl | -0.1% | 3% | 2%[10.9 µM] | -4% |
| CC(=O)c1cccc(NC(=O)C2CCCCC2)c1 | -0.7% | 5% | -7% | -9% |
| CCN1CCN(c2cc(C)c3cc(NC(=O)/C=C/c4cccc(Cl)c4)ccc3n2)CC1 | ? | 3.2µM* | -20%[10.9 µM] | ? |
| CC(C)(C)C(=O)OCCn1c(=O)c2cc3c(=O)n(CCOC(=O)C(C)(C)C)c(=O)c3cc2c1=O | 1.0% | -1% | 4% | -2% |
| CN1CCN(C(=O)c2ccc3c(c2)N(Cc2ccc(Cl)cc2)C(=O)c2ccccc2S3(=O)=O)CC1 | 0.0% | -14% | 9%[10.9 µM] | 17% |
| CCCCCCN1CC(O)=C(c2nc3ccccc3[nH]2)C1=N | -0.1% | 1% | -6% | 0% |
| C[C@@H](C(=O)Nc1ccc2ccccc2c1)[C@@H]1C[C@@]1(C)[C@@H](NS(=O)(=O)c1ccc2ccccc2c1)c1ccccc1 | . | -14% | -4% | -4% |
| O=C(C1CC1)N1CCc2cc(Br)cc(S(=O)(=O)NCc3ccc4c(c3)OCO4)c21 | 2.3% | 9% | -10% | 8% |
| Cc1ccc2[nH]c(=O)c(CN(Cc3ccco3)C(=O)c3ccncc3)cc2c1 | 1.1% | 6% | -20% | 4% |
| O=C(CSc1c2c(nc3cc(Cl)ccc13)CCCC2)N1CCN(c2ccccc2)CC1 | ? | 25µM* | -17%[10.9 µM] | ? |
| Cn1cnc([N+](=O)[O-])c1[Se]c1nc(N)nc2c1ncn2[C@@H]1O[C@@H](CO)[C@H](O)[C@@H]1O | 1.6%[11.4 µM] | 11%[9.22 µM] | -9%[10.9 µM] | 3%[9.22 µM] |
| CCOc1ccc(C(=O)N2CC(=O)Nc3ccc(F)cc3C2c2ccc(F)cc2)cc1 (stereo unspecified) | ? | 1% | -6%[10.9 µM] | 18% |
| CCOC(=O)c1ccc(NC(=O)C2CC(=O)NC(=Nc3ccc(C)c(C)c3)S2)cc1 (stereo unspecified) | ? | ? | -18%[10.9 µM] | ? |
| O=C(CSc1nc2c([nH]c3ccccc32)c(=O)n1-c1ccccc1)N1CCCc2ccccc21 | -0.1% | -28% | 6%[10.9 µM] | 0% |
| Cc1ccc(O)c(C(CCN(C(C)C)C(C)C)c2ccccc2)c1 (stereo unspecified) | . | -6% | -5% | -15% |
| CCCCc1c(O)nc(SCC(=O)NCCc2ccc(OC)c(OC)c2)[nH]c1=O | -1.1% | 2% | -7% | 8% |
| O=C(Nc1nc2n(n1)C(c1ccc(F)cc1)C=C(c1ccccc1)N2)c1cccc([N+](=O)[O-])c1 (stereo unspecified) | 1.0% | 6% | 12%[10.9 µM] | -3% |
| Cc1ccc2cc3cc(C(=O)NCCC(C)C)oc3nc2c1 | -3.1% | 3% | 16% | -14% |
| Cn1c(SCc2nnc(-c3ccc(F)cc3)o2)nnc1C1COc2ccccc2O1 (stereo unspecified) | -1.3% | 0% | -3% | 20% |
